# Assay outcomes deposited in PubChem by Sanford-Burnham Center for Chemical Genomics.
# mIAP act = increases mouse intestinal alkaline phosphatase activity; muIAP, CDP-Star luminescence, 30 min; hits give high values; 1 = vehicle-only enzyme signal, 0 = enzyme-free wells; activation factor at 10 µM; 330,000 compounds, 0.24% hits; AID 2805;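 active = activation factor of at least 2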; also: the source names both 10 and 20 µM as test concentration; values of inactives mirror those of a sister screen read the other way
#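 also added = chemiluminescent substrate CDP-Star | test system = mouse IAP enzyme | signal = chemiluminescence readout | compound = DMSO-dissolved test compounds | incubation = 30 min at room temperature | benchmarks = DMSO wells, no-enzyme wells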
# MPTP inh = blocks calcium-induced mitochondrial swelling; isolated mouse mitochondria, Ca2+ swelling absorbance, 30 min; inhibition, % at 10 µM; 360,000 compounds, 1.4% hits; AID 602449;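 active = inhibition of 50% or more, scaled per plate between neutral and stimulator controls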;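 also: 0% = DMSO wells given calcium and 100% = 1 mM EGTA wells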
# hIAP inh = human IAP inhibition | P09923 | purified IAP, CDP-Star luminescence, 30 min | inhibition, % at 10 µM | 330,000 compounds, 0.12% hits | AID 2544;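 active = inhibition reaching a set limit with compound at 10 µM in the primary screen, cut at about 35% in these data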;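 also: plate controls were DMSO wells with enzyme for no effect and no-enzyme buffer wells for full effect; values of inactives mirror those of a sister screen read the other way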
# A3G deaminase = blocks human APOBEC3G single-stranded DNA deamination; Q9HC16; AID 493012; 330,000 compounds, 0.28% hits; inhibition, % at 20 µM; recombinant A3G, ssDNA deamination FAM/TAMRA fluorescence;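 active = inhibition of at least 40% at 20 µM, with no more than 30% in the related APOBEC3A deaminase screen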;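 also: plate controls were DMSO wells with A3G for no effect and wells lacking A3G enzyme for full effect; some compounds called inactive have numbers as strong as hits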
# Target sequence (Q9HC16 whole entry, looked up): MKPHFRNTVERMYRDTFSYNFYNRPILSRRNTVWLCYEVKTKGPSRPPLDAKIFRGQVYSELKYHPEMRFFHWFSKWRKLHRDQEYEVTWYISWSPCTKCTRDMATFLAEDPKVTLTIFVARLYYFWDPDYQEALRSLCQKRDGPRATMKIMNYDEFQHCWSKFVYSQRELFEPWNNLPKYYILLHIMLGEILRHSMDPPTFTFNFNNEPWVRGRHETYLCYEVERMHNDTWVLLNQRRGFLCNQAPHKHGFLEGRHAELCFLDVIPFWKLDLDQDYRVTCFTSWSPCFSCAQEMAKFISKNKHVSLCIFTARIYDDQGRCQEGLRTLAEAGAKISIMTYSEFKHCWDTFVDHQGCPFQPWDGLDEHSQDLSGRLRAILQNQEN
# beta cell repl = MIN6 beta-cell proliferation induction; MIN6 cells proliferation, ATPlite luminescence, 48 h; cells starved in 0.2% serum; 100% = growth in 10% serum; proliferation, % at 10 µM; 330,000 compounds, 0.29% hits; AID 2380;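 active = compounds whose signal lies at least 3.5 SD above the mean of all wells on their plate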;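 also: 0% = DMSO-treated cells in low-serum medium and 100% = 10% serum control; some compounds called inactive have numbers as strong as hits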
# A3A deaminase = inhibitors of human APOBEC3A DNA deaminase; P31941; recombinant A3A, FAM/TAMRA ssDNA deamination fluorescence; inhibition, % at 20 µM; 330,000 compounds, 0.41% hits;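 active = at least 40% inhibition at 20 µM here, with at most 30% in a related deaminase screen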;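 also: plate controls were A3A with DMSO for no effect and wells lacking A3A enzyme for full effect; some results filed as inactive read as strong as hits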
# Target sequence (P31941 whole entry, looked up): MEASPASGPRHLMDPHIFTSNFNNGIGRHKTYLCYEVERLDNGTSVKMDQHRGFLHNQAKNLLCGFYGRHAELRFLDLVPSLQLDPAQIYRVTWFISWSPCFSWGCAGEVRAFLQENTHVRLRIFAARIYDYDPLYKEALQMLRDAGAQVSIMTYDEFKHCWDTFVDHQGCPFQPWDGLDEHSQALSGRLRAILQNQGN
# hIAP activ = increases human intestinal alkaline phosphatase activity | P09923 | purified human IAP, CDP-Star luminescence, 30 min; hits give high values; 1 = vehicle-only enzyme, 0 = enzyme-free background | activation factor at 10 µM | 330,000 compounds, 0.16% hits | AID 2524;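 active = activation factor of the enzyme at least 2-fold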; also: the source names both 10 and 20 µM as test concentration; values of inactives mirror those of a sister screen read the other way
# mIAP inh = mouse IAP inhibition; inhibition, % at 10 µM; purified mouse IAP, CDP-Star luminescence, 30 min; 330,000 compounds, 0.2% hits;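 active = inhibition of at least 40% at 10 µM in the primary screen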;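 also: plate controls were DMSO with enzyme for no effect and no enzyme wells for full effect; values of inactives mirror those of a sister screen read the other way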
# ATG4B inhibitor = blocks human ATG4B protease cleavage of LC3 substrate | 340,000 compounds, 0.51% hits | ATG4B cleavage of LC3-PLA2, NBD-HPC fluorescence, 1 h | inhibition, % at 8.33 µM | Q9Y4P1; in the data active = inhibition above about 40%
# Target sequence (Q9Y4P1 whole entry, looked up): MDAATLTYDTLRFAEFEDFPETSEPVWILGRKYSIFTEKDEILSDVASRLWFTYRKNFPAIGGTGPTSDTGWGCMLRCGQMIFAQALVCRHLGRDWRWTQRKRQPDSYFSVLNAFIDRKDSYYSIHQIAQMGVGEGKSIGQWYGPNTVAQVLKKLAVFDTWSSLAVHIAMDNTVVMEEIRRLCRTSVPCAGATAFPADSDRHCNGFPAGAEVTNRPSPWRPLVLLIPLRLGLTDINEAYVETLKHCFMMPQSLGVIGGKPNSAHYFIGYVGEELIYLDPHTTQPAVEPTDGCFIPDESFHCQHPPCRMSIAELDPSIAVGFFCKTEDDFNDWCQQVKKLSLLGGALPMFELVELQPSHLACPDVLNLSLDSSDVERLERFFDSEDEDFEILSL
# Active calls of the source: *; / = no result given; & = joins results of further samples.
SMILES,mIAP act,MPTP inh,hIAP inh,A3G deaminase,beta cell repl,A3A deaminase,hIAP activ,mIAP inh,ATG4B inhibitor
COc1cc(CC(=O)OCC(=O)N2C(C)CCCC2C)cc(OC)c1OC (stereo not given),1.1,-0.3,-20,-8,-3,-4,1.2,-14,-2
Cc1cccn2c(=O)c(/C=C(\C#N)C(N)=O)c(N3CCN(Cc4ccc5c(c4)OCO5)CC3)nc12,0.91,0.3,-2,3,-5,5,1,9,7
CC(C)(Oc1ccc(Cl)cc1)C(=O)Nc1cccc(S(=O)(=O)NC2=NCCC2)c1,1.1,5.3,4,0,-3,0,0.96,-11,-1
CCCCN(CC)C(=O)Cc1c(C(=O)O)[nH]c2ccc(Cl)cc12,0.97,0.5,23,-6,-1,1,0.77,2,4
O=C1CCCN1CC(CN1CCOCC1)Sc1nnnn1-c1ccccc1 (stereo not given),0.95,-0.4&-2.7,9,-4,-2,-3,0.91,5,-7&-9
CC(NC(=O)/C(C#N)=C/c1ccco1)c1ccccc1 (stereo not given),1,1.0,-7,-7,-1,1,1.1,-3,2
COc1ccc(NC(=O)CN(C)C(=O)c2ccc(N3CCCCCC3)c([N+](=O)[O-])c2)cc1,0.92,0.2,-11,4,-5,-4,1.1,8,-4
CCOC(=O)C1CCN(C(=O)Nc2cccc(OC)c2)CC1,1,1.3,-2,-5,4,-3,1,-2,-1
COc1ccc(NC(=O)CC2C(=O)N(c3ccc(OC)cc3)C(=O)N2C(C)C)cc1 (stereo not given),1,-1.5,16,-7,0,-2,0.84,-4,1
CCS(=O)(=O)c1ccc(O)c(NC(=O)COc2ccc(Br)cc2)c1,0.91,-0.4,13,-3,-2,2,0.87,10,11
CC(=O)c1ccc(NC(=O)C(C)OC(=O)CCCN=C2NS(=O)(=O)c3ccccc32)cc1 (stereo not given),0.95,-0.9,-4,7,-2,4,1,5,-7
O=C(CN1C(=O)NC(Cc2c[nH]c3ccccc23)C1=O)NCCc1ccccc1 (stereo not given),0.97,0.0,-14,-4,-1,-2,1.1,2,-7

# Full records, quoted from the list. Values in the order: mIAP act	MPTP inh	hIAP inh	A3G deaminase	beta cell repl	A3A deaminase	hIAP activ	mIAP inh	ATG4B inhibitor
# COc1cc(CC(=O)OCC(=O)N2C(C)CCCC2C)cc(OC)c1OC (stereo not given) as listed: 1.1	-0.3	-20	-8	-3	-4	1.2	-14	-2
# O=C1CCCN1CC(CN1CCOCC1)Sc1nnnn1-c1ccccc1 (stereo not given) as listed: 0.95	-0.4&-2.7	9	-4	-2	-3	0.91	5	-7&-9
# CC(=O)c1ccc(NC(=O)C(C)OC(=O)CCCN=C2NS(=O)(=O)c3ccccc32)cc1 (stereo not given) as listed: 0.95	-0.9	-4	7	-2	4	1	5	-7
# CC(NC(=O)/C(C#N)=C/c1ccco1)c1ccccc1 (stereo not given) as listed: 1	1.0	-7	-7	-1	1	1.1	-3	2
# CCOC(=O)C1CCN(C(=O)Nc2cccc(OC)c2)CC1 as listed: 1	1.3	-2	-5	4	-3	1	-2	-1

# The listing continues:
SMILES,mIAP act,MPTP inh,hIAP inh,A3G deaminase,beta cell repl,A3A deaminase,hIAP activ,mIAP inh,ATG4B inhibitor
Cc1ccc(CN2CCN(/N=C\C=C\c3ccccc3)CC2)cc1,0.98,1.0,-4,-6,-3,-4,1,2,-6
CCSc1cnn(-c2ccccc2)c(=O)c1Cl,1.1,2.8,8,7,-4,-4,0.92,-8,-3
CN(Cc1ccno1)Cc1cn(Cc2ccccc2)nc1-c1ccc2c(c1)OCO2,0.98,2.8,-15,-10,2,-2,1.1,2,-7
Brc1cccc(OCCn2ccnc2)c1,0.86,-1.4,10,1,-1,0,0.91,14,6
CCCC(c1nnnn1C1CCCCC1)N1CCN(C2CCCC2)CC1 (stereo not given),1,-0.5,2,3,-3,3,0.98,-4,-2
O=C(N/N=C/c1cc(Cl)cc([N+](=O)[O-])c1O)c1cc(-c2ccccn2)nc2ccccc12,0.68,44,-59,1,-7,12,1.6,32,11
NC(=O)c1cc(Cl)cn(-c2ccccc2)c1=O,0.98,-1.3,2,-3,0,0,0.98,2,1
COC(=O)C1CCN(S(=O)(=O)c2cc3c4c(c2)CCN4C(=O)CC3)CC1,0.98,-1.1,5,-4,-1,1,0.95,2,9
CCc1sc(C(=O)NCc2ccccc2)cc1C,1,1.4,-12,-3,-3,-6,1.1,-2,5
O=S(=O)(NCc1ccc2c(c1)OCO2)c1cccc(S(=O)(=O)N2CCOCC2)c1,1.1,0.7,-12,4,-2,5,1.1,-13,-3
CN(Cc1ccccc1)S(=O)(=O)c1ccc(Cl)c(C(=O)NCc2ccncc2)c1,1.1,0.2,-10,1,1,2,1.1,-9,1
Cc1cc(C)n(Cc2cccc(C(=O)N/N=C/c3cccnc3)c2)n1,0.99,0.3,-10,1,0,-2,1.1,1,-1
Cc1cccc(C)c1-n1nnnc1SCC(=O)c1c(N)n(C2CC2)c(=O)[nH]c1=O,1,-0.8,3,-7,-4,-1,0.97,-3,-12
O=C(c1ccc(COCC(F)(F)F)o1)N1CCCC1,0.97,1.8,11,-2,-2,0,0.89,3,3
CNC(=O)c1oc(-c2ccccc2)nc1C,1,-0.9,-2,-8,1,-3,1,-4,-5
Cc1ccc(S(=O)(=O)Nc2ccc(-n3cnnn3)cc2)cc1,0.94,-0.2,-10,-6,-1,-6,1.1,6,-3
COC(C[C@@H]1O[C@H]1C(=O)[C@@H](C)OCc1ccccc1)OC,0.98,-0.5,3,-2,-1,-2,0.97,2,3
O=C(c1cc(Cl)ccc1Cl)N1CCN(c2ccccn2)CC1,1.1,0.1,1,1,-1,2,0.99,-15,8
CCCOc1ccc(N2C(=O)CC(SCCc3nc4ccccc4[nH]3)C2=O)cc1 (stereo not given),0.95,0.7,-13,14,3,8,1.1,5,-4
O=C(Nc1cccnc1)c1cn(-c2ccccc2)nc1-c1cccs1,1.4,4.3,-5,-3,-4,3,1.1,-38,-2
O=C(c1ccc(CS(=O)c2ccccc2Cl)o1)N1CCN(c2ccccc2)CC1 (stereo not given),0.88,0.1,-2,-4,-2,-5,1,12,5
Cc1ccc(-n2nc3ccc(N)cc3n2)c(C)c1,1,1.0,20,-5,-3,-4,0.81,-3,0
CCC(C(=O)NCc1cccs1)n1nc(C)n2c(cc3occc32)c1=O (stereo not given),0.98,1.8,-16,-6,1,-4,1.2,2,-12
CCOc1cccc(C(=O)Nc2ccc(N3CCCC3)cc2)c1,0.8,1.4,-8,-11,0,-6,1.1,20,3
CCOC(=O)c1c(NC(=O)Cn2nc(C(=O)O)c3ccccc3c2=O)sc(CC)c1C,1,-2.5,-3,-5,2,-3,1,-2,-11
Cc1ccc(N2C(=O)c3ccc(N)cc3C2=O)cc1,0.99,-1.5,-16,2,-2,1,1.2,1,-18
CC(=O)Nc1ccc(C2(O)COc3ccccc3O2)cc1 (stereo not given),1,-2.2,19,-2,0,-1,0.81,-2,1
COc1cc(-c2nc(C(=O)NC3CCN(Cc4ccccc4)CC3)cc3c2[nH]c2ccccc23)cc(OC)c1OC,0.94,-1.6,9,-10,-6,-6,0.91,6,-38
COc1ccc(C(=O)COC(=O)CCNS(=O)(=O)c2ccccc2)c(OC)c1,0.94,2.5,-3,-5,2,9,1,6,-9
CNc1nnc(-c2ccc(OC)cc2)s1,1,-1.1,2,-7,-3,-4,0.98,-3,1
O=C(COC(=O)c1cccnc1Cl)NCc1cccs1,0.89,-0.5,20,-10,-1,2,0.8,11,0
COc1ccccc1N1CCN(c2ncnc3nc[nH]c23)CC1,0.89,-0.9,-37,5,-3,2,1.4,11,-7
NC(=O)C1(N2CCCCC2)CCN(CC(=O)Nc2cc(Cl)ccc2Cl)CC1,1,0.9,-7,-5,-1,2,1.1,0,-8
CC(Nc1oc(-c2ccco2)nc1C#N)c1ccccc1 (stereo not given),0.98,0.0,13,-1,0,1,0.87,2,0
CCN(CC(=O)NCc1cccs1)C(=O)/C=C/c1cccc(Cl)c1Cl,0.95,-0.4,-4,-7,1,-1,1,5,-3
COc1ccc(/C=C/C(=O)NCc2ccccn2)cc1,0.98,0.0,9,-6,-4,4,0.91,2,-4

# Ordered by value in hIAP inh (low to high): three of the compounds above
SMILES	mIAP act	MPTP inh	hIAP inh	A3G deaminase	A3A deaminase	hIAP activ	mIAP inh	ATG4B inhibitor
COc1ccc(C(=O)COC(=O)CCNS(=O)(=O)c2ccccc2)c(OC)c1	0.94	2.5	-3	-5	9	1	6	-9
CNc1nnc(-c2ccc(OC)cc2)s1	1	-1.1	2	-7	-4	0.98	-3	1
COc1cc(-c2nc(C(=O)NC3CCN(Cc4ccccc4)CC3)cc3c2[nH]c2ccccc23)cc(OC)c1OC	0.94	-1.6	9	-10	-6	0.91	6	-38

# Further entries.
SMILES,mIAP act,MPTP inh,hIAP inh,A3G deaminase,beta cell repl,A3A deaminase,hIAP activ,mIAP inh,ATG4B inhibitor
O=C(O)c1ccccc1-n1ncc2c1/C(=C/c1ccc(Cl)cc1)CC2,1,/,-5,2,-6,9,1,-4,/
O=C(CN1C2=NCCN2c2ccccc21)C12CC3CC(CC(C3)C1)C2,1,70*,18,1,-4,6,0.82,-3,-2
COc1ccc(NC(=O)CSc2nnc(-c3ccccn3)n2Cc2ccco2)cc1OC,0.96,4.7,-7,0,1,1,1.1,4,-5
CC(=O)N(C)Cc1ccc(C(=O)CSc2nnc(C3CC3)n2C2CC2)cc1,1,-0.5,-13,2,0,7,1.1,-4,-1
CCN1CCc2nc(NC(=O)Cc3ccc4c(c3)OCCO4)sc2C1,0.99,-2.4,6,-9,-3,1,0.94,1,-4
C=CCn1c(-c2ccc(C)cc2)nc2ccccc21,0.96,-1.0,-4,-5,-4,0,1,4,18
COc1ccccc1CCNC(=O)c1ccc(NC(=O)CC2SC(N3CCCC3)=NC2=O)cc1 (stereo not given),1,-0.5,0,-2,3,0,0.99,-2,-1
C/C(=N/NC(=O)c1ccoc1C)c1ccc(N2CCOCC2)cc1,0.98,0.2,-4,-6,0,-1,1,2,-2
CN(C)C(=O)c1ccc(Nc2nnc(-c3ccc(O)cc3)c3ccccc23)cc1,1,-0.4,-4,5,2,-16,1,-4,-3
O=C(NC(Cc1ccccc1)C(=O)O)c1ccc(S(=O)(=O)N2CCCC2)cc1 (stereo not given),0.93,0.0,29,-7,4,-4,0.71,7,-2
O=C(NCc1cccnc1)Nc1ccc(Br)cc1,1.3,28,0,-3,-3,2,1,-32,0
Cc1cc(C)n(CC(O)COc2cccc(OCC(O)Cn3nc(C)cc3C)c2)n1 (stereo not given),1.1,-2.5,1,-6,-3,-1,0.99,-8,-3
